CR mimetic SO: yeast age-related superoxide inhibition as caloric restriction mimetic | S. cerevisiae aged cells, superoxide DHE fluorescence; hits give low values | superoxide response (% of plate mean), % at 10 µM | AID 2690 | hit rate 0.18% among 330,000;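 active means superoxide response under a set limit, about three screen SD below normal, cut at about 65% in these data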;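 further: yeast aged for seven days with compound at 30 °C before DHE staining; 100% = average MFI of all compound-treated wells on the plate with controls excluded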
CIT2-GFP yeast: yeast TOR pathway CIT2-GFP modulation | S. cerevisiae CIT2-GFP strain, flow cytometry, 3 h; 100 means same as DMSO wells | GFP response vs DMSO, % at 10 µM | hit rate 0.065% among 320,000;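 active means GFP response relative to DMSO above a set limit, near the screen mean plus 3 SD, cut at about 150% in these data; inconclusive means Fewer than 70 cells measured for a yeast strain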;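 further: ratio of well median GFP fluorescence to mean of DMSO wells on the plate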
AGP1 TOR yeast: modulators of TOR pathway AGP1-GFP in S. cerevisiae | S. cerevisiae AGP1-GFP multiplex flow cytometry, 3 h; GFP as percent of DMSO wells | GFP response vs DMSO, % at 10 µM | hit rate 0.02% among 320,000;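 active means GFP response relative to DMSO above a set limit, near screen average plus 3 SD, cut at about 150% in these data; inconclusive means fewer than 70 cells counted for the yeast strain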;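 further: median GFP channel fluorescence of the gated AGP1 strain per well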
MEP2-GFP yeast: modulators of TOR pathway MEP2-GFP in S. cerevisiae | S. cerevisiae MEP2-GFP strain, flow cytometry GFP, 3 h; 100% = DMSO control level | GFP response vs DMSO, % at 10 µM | hit rate 0.51% among 330,000 | AID 2016;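 active means GFP response versus DMSO above a set limit, roughly screen mean plus 3 SD, cut at about 180% in these data; inconclusive means fewer than 70 cells counted for a yeast strain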;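 further: median GFP fluorescence of the barcode-gated MEP2-GFP cells per well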
AHR act: human AHR activation. P35869. AHR-responsive luciferase reporter cells, luminescence. activation, % at 5 µM. hit rate 2.5% among 320,000. AID 2796; in the data active means activation above about 47%;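 further: 0% = vehicle wells and 100% = reference agonist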
Target sequence (P35869 whole entry, looked up): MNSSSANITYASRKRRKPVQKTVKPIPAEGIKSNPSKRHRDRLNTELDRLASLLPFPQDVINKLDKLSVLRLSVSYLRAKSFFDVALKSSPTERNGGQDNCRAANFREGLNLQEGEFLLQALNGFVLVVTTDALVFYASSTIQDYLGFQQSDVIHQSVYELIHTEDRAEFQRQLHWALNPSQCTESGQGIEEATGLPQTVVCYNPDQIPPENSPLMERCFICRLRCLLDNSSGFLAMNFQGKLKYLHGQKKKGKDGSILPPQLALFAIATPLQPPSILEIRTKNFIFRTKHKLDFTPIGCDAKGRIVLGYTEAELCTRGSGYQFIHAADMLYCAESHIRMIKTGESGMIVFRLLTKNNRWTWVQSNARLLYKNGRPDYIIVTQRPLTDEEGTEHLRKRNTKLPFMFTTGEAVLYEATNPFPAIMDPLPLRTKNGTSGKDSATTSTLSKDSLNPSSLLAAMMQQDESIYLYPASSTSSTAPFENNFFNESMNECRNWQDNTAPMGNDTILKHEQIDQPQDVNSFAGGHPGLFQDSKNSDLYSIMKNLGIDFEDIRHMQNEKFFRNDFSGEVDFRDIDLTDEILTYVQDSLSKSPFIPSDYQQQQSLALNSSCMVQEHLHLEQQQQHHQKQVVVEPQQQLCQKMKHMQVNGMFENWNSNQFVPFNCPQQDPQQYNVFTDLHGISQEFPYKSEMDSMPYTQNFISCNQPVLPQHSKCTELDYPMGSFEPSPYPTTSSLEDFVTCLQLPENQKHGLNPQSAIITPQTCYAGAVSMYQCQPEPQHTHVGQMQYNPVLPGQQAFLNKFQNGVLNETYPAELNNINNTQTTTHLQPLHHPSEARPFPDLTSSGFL
RPL19A TOR yeast: yeast TOR pathway RPL19A-GFP modulation | S. cerevisiae RPL19A-GFP strain, flow cytometry, 3 h; hits give low values | percent response vs DMSO, % at 10 µM | hit rate 0.3% among 330,000;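 active means percent response vs DMSO below 50%; inconclusive means fewer than 70 events counted for the yeast strain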;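 further: median channel GFP fluorescence of the barcoded RPL19A-GFP strain; ratio of sample median GFP to plate DMSO average so 100% = DMSO; lower means less RPL19A-GFP as with rapamycin TOR inhibition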
LAP4-GFP MLPCN: modulators of TOR pathway LAP4-GFP in S. cerevisiae. S. cerevisiae LAP4-GFP multiplex, flow cytometry GFP, 3 h; median GFP as percent of DMSO wells. GFP response vs DMSO, % at 10 µM. hit rate 0.34% among 320,000. AID 2023;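 active means GFP response vs DMSO above a set limit, about the screen mean plus 3 SD, cut at about 150% in these data; inconclusive means under 70 cell events counted for the yeast strain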
Efflux pump inh: antifungal efflux pump inhibition, Nile Red retention. S. cerevisiae Candida pump triplex. inhibition, % at 10 µM. hit rate 0.44% among 330,000. AID 485275;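 active means plate passing quality check with inhibition over a set limit, or well fluorescence over plate mean plus 4 SD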;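 further: Nile Red retained in pooled yeast measured as flow cytometry median fluorescence; 0% = buffer negative control and 100% = Enniatin B positive control; higher means more Nile Red kept so more efflux inhibition; some compounds called inactive have numbers as strong as hits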
* = called active by the depositor; ? = inconclusive; . = no result given; [ ] = dose if it differs, or a comment.

cpd	Structure	CR mimetic SO	CIT2-GFP yeast	AGP1 TOR yeast	MEP2-GFP yeast
1	Cc1ccc(NC(=O)CCN2C(=O)C3CCCCC3C2=O)cc1[N+](=O)[O-] (configuration not stated)	108	90	98	110
2	CC1(C)OC(C)(C)/C(=C/Nc2ccccc2)C1=O	91	94	98	98
3	Cc1cnc(NS(=O)(=O)c2ccc(Cl)cc2)c(Br)c1	90	89	101	100
4	Cc1ccc(NC(=O)Cn2nnc(C(=O)NCc3ccco3)c2N)cc1	105	94	94	94
5	CN(Cc1ccn[nH]1)C(=O)C1CCC(=O)N(Cc2cccc(C(F)(F)F)c2)C1 (configuration not stated)	85	114	111	105
6	OCC[C@@H]1C[C@@H](O)[C@H](O)[C@]2(Cc3ccccc3CCO2)O1	117	94	95	102
7	Cc1ccc2nc(NCc3ccccc3)[nH]c2c1	102	100	98	102
8	CC(C)(C)NC(=O)C(=O)NNC(=O)C12CC3CC(CC(C3)C1)C2	111	86	87	78
9	O=C(NC1CCCc2ccccc21)c1ccc(S(=O)(=O)N2CCOCC2)cc1 (configuration not stated)	97	94	107	108
10	O=C(O)CSC12CC3CC(C1)CC(C(=O)O)(C3)C2	105	99	105	105
11	CN(C)c1ccc(CNC(=O)c2cc(S(=O)(=O)N3CCOCC3)cn2C)cc1	104	99	99	101
12	Nc1c(C(=O)NCc2ccco2)c2nc3ccccc3nc2n1CCc1ccc(F)cc1	107	82	70	104
13	CCOC(=O)CSc1ncc(-c2ccccc2)nn1	88	96	.	117
14	O=C(O)c1c(F)c(F)c(F)c(F)c1-c1ccc(Cl)cc1	120	97	101	101
15	CCOCCCNC(=O)C1CCN(S(=O)(=O)CC)CC1	110	90	92	96

cpd	AHR act	RPL19A TOR yeast	LAP4-GFP MLPCN	Efflux pump inh
1	-2	94	100	-0.2
2	1	103	98	0.0
3	-2	100	115	0.1
4	5	94	101	0.1
5	-1	99	104	0.0
6	0	97	93	0.1
7	84*	99	106	0.2
8	7	90	80	-0.1
9	-3	106	103	0.1
10	-5	101	104	0.0
11	2	99	100	0.1
12	-3	105	96	-0.2
13	1	102	117	-0.1
14	-1	100	100	0.0
15	2	93	94	0.1

Further results.
cpd	Structure	CR mimetic SO	CIT2-GFP yeast	AGP1 TOR yeast	MEP2-GFP yeast
16	CCOC(=O)c1c(C)[nH]c(C(=O)N2CCN(c3ccc(OC)cc3)CC2)c1C	99	86	95	94
17	CCCCOc1ccc(C(=O)Nc2ccc(S(=O)(=O)Nc3onc(C)c3C)cc2)cc1	92	98	100	98
18	O=C(N/C(=C/c1ccco1)C(=O)N1CCCCCC1)c1ccccc1	97	104	105	100
19	Cn1cc(/C=C2/SC(=O)N(CC(=O)Nc3ccc4c(c3)OCO4)C2=O)c2ccccc21	98	101	96	110
20	Cc1ccc(Cl)cc1NC(=S)N1CCCCCC1	109	95	97	103
21	O=C(O)c1cn(-c2ccccc2)nc1-c1ccc(F)cc1	132	95	86	92
22	CCOc1ccc(S(=O)(=O)N2CCN(C(=O)Cc3ccc(S(=O)(=O)N4CCOCC4)s3)CC2)cc1	112	98	108	103
23	Cc1cc(C)n(-c2nc3c(c(=O)[nH]c(=O)n3C)n2C)n1	101	108	103	108
24	COc1ccc(S[C@@H](CCN2CC[C@H](C)CCC2=O)c2ccccc2)cc1	114	94	90	79
25	CCc1ccc(OC(C)C(=O)Nc2ccccc2C(=O)N2CCOCC2)cc1 (configuration not stated)	96	94	100	99
26	Cc1ccc(S(=O)(=O)Nc2ccc(C(=O)NCCCN3CCOCC3)cc2)cc1[N+](=O)[O-]	103	100	113	107
27	CCn1c(SCC(=O)Nc2ccc3c(c2)OCCO3)nnc1-c1c[nH]c2ccccc12	95	97	105	106
28	C[C@]12CCC(=O)C=C1CC[C@@H]1[C@@H]2[C@@H](O)C[C@]2(C=O)[C@@H](C(=O)CO)CC[C@@H]12	101	89	92	99
29	Cc1ccc(-c2nn(C)c(=O)c3ccccc23)cc1CNS(C)(=O)=O	90	98	108	103
30	Cc1ccc([N+](=O)[O-])cc1S(=O)(=O)Nc1ccc(O)c(Sc2ncn[nH]2)c1	94	101	104	111

cpd	AHR act	RPL19A TOR yeast	LAP4-GFP MLPCN	Efflux pump inh
16	0	91	102	0.0
17	0	98	107	-0.1
18	0	109	106	0.0
19	0	92	90	-0.1
20	.	118	68	-0.1
21	3	95	91	-0.1
22	12	103	111	-0.1
23	3	103	112	-0.2
24	1	92	93	0.1
25	-1	102	104	0.0
26	0	101	113	-0.2
27	8	103	113	0.0
28	7	99	109	-0.1
29	4	106	97	0.0
30	-2	101	106	0.0

(listing goes on)
cpd	Structure	CR mimetic SO	CIT2-GFP yeast	AGP1 TOR yeast	MEP2-GFP yeast
31	O=C(c1ccc(Cl)cc1[N+](=O)[O-])N1CCN(c2ccccn2)CC1	69	104	104	99
32	C=CCOC(=O)/C=C/C(=O)NC(N)=O	108	109	100	104
33	O=C(CC1SC2=NCCN2C1=O)Nc1ccccc1 (configuration not stated)	96	104	103	123
34	CNC[C@H](CC1CCCCC1)NC[C@H](NCCC1CCCC1)[C@H](C)O	115	73	75	100
35	O=C(N/N=C/c1ccoc1)c1cc(O)cc(O)c1	96	97	92	99
36	COc1cccc(C(=O)Nc2ccncc2)c1	114	101	.	90
37	Cc1ccc(NC(=O)CN(C)C(=O)Cc2ccccc2F)cc1	121	?	24[may fluoresce violet]	143[may fluoresce violet]
38	CC1Cc2cc(S(=O)(=O)NCCC(=O)NCc3ccc(F)cc3)ccc2N1C(=O)C1CC1 (configuration not stated)	98	105	96	102
39	COc1ccc(CCCC(=O)NC2CCCCC2C)c(C)c1 (configuration not stated)	100	97	90	98
40	O=C(c1ccc(Br)cc1)N1CCCc2ccccc21	93	85	94	97
41	CCN1CCN(c2nc3c(C)cccn3c(=O)c2/C=C(\C#N)C(=O)NCCCOC)CC1	96	106	104	101
42	O=C(NC(=S)Nc1ccccc1C(F)(F)F)c1ccccc1F	109	107	102	97
43	Cc1ccc(S(=O)(=O)c2nc(-c3ccc(F)cc3)oc2SCC(=O)NCC2CCCO2)cc1 (configuration not stated)	105	95	104	105
44	CC(C)Oc1ccc(CNC2CCOC(C)(C)C2)cc1 (configuration not stated)	95	104	100	107
45	CC1(C)O[C@@H]2[C@H](O1)[C@@H](CO)O[C@H]2n1ccc(=O)[nH]c1=O	90	97	104	107

cpd	AHR act	RPL19A TOR yeast	LAP4-GFP MLPCN	Efflux pump inh
31	1	107	89	0.0
32	0	106	95	-0.1
33	1	99	106	0.0
34	-1	94	133	0.0
35	4	94	86	0.0
36	5	88	94	0.0
37	-1	77[may fluoresce violet]	93[may fluoresce violet]	0.1
38	2	95	93	-0.1
39	2	95	92	0.0
40	1	94	112	0.0
41	4	102	99	0.1
42	0	102	95	0.0
43	12	96	96	-0.1
44	0	105	104	-0.1
45	1	105	109	0.2

Sorted by the number under CIT2-GFP yeast (descending): 3 from the list above
cpd	SMILES	CIT2-GFP yeast	AGP1 TOR yeast	MEP2-GFP yeast	AHR act	RPL19A TOR yeast	LAP4-GFP MLPCN	Efflux pump inh
41	CCN1CCN(c2nc3c(C)cccn3c(=O)c2/C=C(\C#N)C(=O)NCCCOC)CC1	106	104	101	4	102	99	0.1
44	CC(C)Oc1ccc(CNC2CCOC(C)(C)C2)cc1 (configuration not stated)	104	100	107	0	105	104	-0.1
35	O=C(N/N=C/c1ccoc1)c1cc(O)cc(O)c1	97	92	99	4	94	86	0.0

Next compounds follow:
cpd	Structure	CR mimetic SO	CIT2-GFP yeast	AGP1 TOR yeast	MEP2-GFP yeast
46	O=C(O)c1ccc(CSC2CCCCC2)cc1	112	81	93	103
47	Cn1nnc2cc(C(=O)N3CCN(c4ccccn4)CC3)ccc21	98	105	92	107
48	COc1ccc(CC(=O)N2CC(=O)N(CCc3ccccc3)C(=O)C2)cc1	92	113	109	114
49	CCCC(=O)Nc1cc(C)c(NC(=O)c2cccs2)cn1	81	99	100	94
50	CC(=O)NC1=C(Nc2ccc(N(C)C)cc2)C(=O)c2ccccc2C1=O	126	116	104	105
51	O=c1c(Cc2ccc(Cl)cc2)c(O)ccn1Cc1ccncc1	105	100	101	108
52	Cc1ccccc1CN1CCCC(C(=O)Nc2ccc(-c3ccn[nH]3)cc2)C1 (configuration not stated)	94	96	95	93
53	COC(=O)c1cccc(Nc2nc(-c3cccnc3)nc3ccccc23)c1	95	95	108	98
54	COC(=O)c1cc2ccsc2n1CC(=O)N(C)C1CCCCC1	105	93	98	101
55	O=C(CN1C(=O)S/C(=C\c2ccccc2)C1=O)NNC(=O)c1ccccc1O	104	104	102	98
56	CC(/C=N\NC(=O)c1cc(C)oc1C)=C\c1ccccc1	101	99	93	113
57	CSc1ccc(CCNS(=O)(=O)c2c(C)[nH]c(C)c2C(=O)N2CCCCC2)cc1	92	101	99	100
58	O=C(CN1CCCCC1)Nc1ccccc1-c1ccccc1	112	98	97	103
59	CCOC(=O)c1sc(NC(=O)CSc2nc3ccccc3o2)c(C(=O)OCC)c1C	105	100	96	98
60	CC(C)c1ccc2oc(=O)cc(CN3CCN(c4ccc(F)cc4)CC3)c2c1	93	93	101	95

cpd	AHR act	RPL19A TOR yeast	LAP4-GFP MLPCN	Efflux pump inh
46	1	96	113	0.9
47	4	99	95	0.0
48	6	111	99	0.0
49	-2	101	100	-0.1
50	12	106	96	-0.1
51	5	99	98	0.0
52	4	91	95	-0.1
53	18	98	114	0.0
54	11	97	102	0.2
55	3	100	93	0.1
56	11	110	93	-0.2
57	7	96	94	0.0
58	3	99	102	0.1
59	0	105	88	0.1
60	6	98	98	0.1

More results
cpd	Structure	CR mimetic SO	CIT2-GFP yeast	AGP1 TOR yeast	MEP2-GFP yeast
61	CCn1cc(S(=O)(=O)c2cccc(C)c2)c(=O)c2cc(F)c(N3CCN(C)CC3)cc21	112	100	100	97
62	COc1cc(NC(=O)CN2CCC(Cc3ccccc3)CC2)c(C)cc1[N+](=O)[O-]	109	96	89	101
63	Cc1cc(C)c2[nH]c(O)c(N=NC(=S)NCC3CCCO3)c2c1 (configuration not stated)	115	102	97	95
64	Nc1nc(SCC(=O)N2CCCCC2)[nH]c(=O)c1NC(=O)c1ccccc1F	100	106	106	100
65	O=C(CC1C(=O)NCCN1CC1CCCCC1)NCc1cccc(F)c1F (configuration not stated)	86	101	100	102
66	CCN(CCCNC(=O)Cn1ncc2c([nH]c3ccccc32)c1=O)Cc1ccccc1	105	105	100	106
67	CC(=O)c1ccc(OCc2cc(C(=O)N3CCN(c4ccccc4)CC3C)no2)cc1 (configuration not stated)	138	108	108	104
68	CC(C)=CC(=O)OCC(=O)Nc1ccc(Cl)cn1	94	102	104	125
69	Cc1cccc(C(=O)Nc2ccc3c(c2)C(=O)NC3=O)c1	96	109	103	103
70	CCC(C)[C@H](NC(=O)NCc1cccs1)C(=O)OC (some centres not stated)	98	103	108	111
71	CC(C)c1ccc2[nH]c(O)c(N=NC(=S)NCCc3ccccc3)c2c1	110	103	100	100
72	Cc1ccc(-c2nn(-c3ccccc3)cc2C(N)=O)o1	103	89	95	96

cpd	AHR act	RPL19A TOR yeast	LAP4-GFP MLPCN	Efflux pump inh
61	0	98	101	0.0
62	-2	100	86	-0.1
63	124*	103	99	-0.2
64	-2	102	100	0.1
65	16	108	93	0.1
66	2	96	96	0.2
67	15	108	103	0.0
68	1	102	107	0.1
69	7	101	102	-0.3
70	0	101	96	0.0
71	39	105	102	0.0
72	26	86	113	-0.4
